NCOA3 inh – SRC3 coactivator transcriptional activity inhibitors, primary screen, cell-based, luminescence; Nuclear receptor coactivator 3 (Homo sapiens), Q9Y6Q9; HEK293 GAL4-SRC3 luciferase reporter; inhibition, % at 3.6 µM; 360,000 compounds, 0.17% hits;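 active means inhibition above a per-campaign cutoff, the mean of all compounds plus 3 SD, cut at about 60% in these data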;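 further: 0% = DMSO-treated cells and 100% = gossypol-treated cells at 36 µM; higher means less SRC3-driven luciferase light from the GAL4 reporter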
TWEAK Fn14 block – inhibitors of TWEAK-Fn14 signaling, primary screen, luciferase reporter cells, uHTS. TWEAK-stimulated Fn14 reporter cells, luciferase luminescence, 8 h. inhibition, % at 10 µM. 360,000 compounds, 2% hits. AID 1159606, 2016; in the data active means inhibition above about 50%
SRC2 inh – inhibition of GAL4-SRC2 driven luciferase reporter, primary screen, SRC2 inhibitor project, cell-based, luminescence. 370,000 compounds, 0.17% hits. inhibition, % at 9 µM. HEK293 GAL4-SRC2 luciferase reporter. Nuclear receptor coactivator 2 (Homo sapiens), Q15596;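 active means inhibition above the mean inhibition of all tested compounds plus 3 SD, set per campaign, cut at about 52% in these data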;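 further: 0% = DMSO treated cells and 100% = cells given Gossypol at 36 µM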
LRH-1 inv ag – LRH-1 (NR5A2) inverse agonists, primary screen, cell-based, luminescence, HEK293T, StAR-luciferase reporter | Nuclear receptor subfamily 5 group A member 2 (Homo sapiens), O00482 | LRH-1 transfected, 24 h | inhibition, % at 3.6 µM | 360,000 compounds, 0.13% hits;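 active means inhibition above the mean inhibition of all tested compounds plus 3 SD, cut at about 73% in these data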;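 further: 0% = DMSO wells and 100% = reporter-only cells lacking LRH-1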
TLR9-MyD88 inh – inhibitors of TLR9-MyD88 association in cells, primary screen, cell-based, CHO, BLA complementation, fluorescence. inhibition, % at 4.98 µM. AID 504734, 2011. 340,000 compounds, 0.21% hits. Toll-like receptor 9 (Homo sapiens) + Myeloid differentiation primary response protein …. CCF4 FRET ratio;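 active means inhibition above the mean over all tested compounds plus 3 SD, cut at about 21% in these data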;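 further: 0% = DMSO only wells and 100% = clavulanate BLA inhibitor control wells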
TROY signal inh – inhibitors of TROY-driven NF-kB signaling, primary screen, Q293 LMP1-TROYcd cells, NF-kB luciferase, uHTS; Q293 LMP1-TROYcd NF-kB luciferase reporter, 4 h; inhibition, % at 10 µM; 360,000 compounds, 0.98% hits; AID 1347056, 2019;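 active means compounds whose plate-normalised and pattern-corrected inhibition of the luciferase reporter signal at the single screening dose is 50% or more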
ABHD5-PLIN5 inh – ABHD5-PLIN5 interaction inhibitors, primary screen, cell lysate, split luciferase complementation, luminescence | Perilipin-5 (Homo sapiens) + 1-acylglycerol-3-phosphate O-acyltransferase ABHD5 (Homo … | Split G. princeps luciferase complementation, 4 h | inhibition, % at 4 µM | 360,000 compounds, 0.78% hits;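 active means inhibition above the mean inhibition across every tested compound plus 3 SD, cut at about 22% in these data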;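 further: 0% = DMSO only wells and the 100% control is not disclosed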
COUP-TFII inh – NR2F2 transcriptional activity inhibitors, primary screen, cell-based, luciferase reporter, HEK293T, luminescence; 370,000 compounds, 0.7% hits; AID 686940, 2013; HEK293T NGFI-A luciferase reporter; inhibition, % at 8.6 µM; COUP transcription factor 2 (Homo sapiens), P24468;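 active means inhibition above a per-plate cutoff, mean inhibition of test wells between control levels plus 3 SD, cut at about 38% in these data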;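 further: cells cotransfected with COUP-TFII expression vector driving the NGFI-A reporter; 0% = median of COUP-TF2 test wells and 100% = reporter-only cells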
NCOA1 inh – SRC1 coactivator transcriptional activity inhibitors, primary screen, cell-based, luminescence | inhibition, % at 3.6 µM | AID 588354, 2011 | HEK293 GAL4-SRC1 luciferase reporter | 360,000 compounds, 0.12% hits | Nuclear receptor coactivator 1 (Homo sapiens), Q15788;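 active means inhibition above the campaign mean plus 3 SD, with each screening campaign given its own cutoff, cut at about 60% in these data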;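 further: 0% = DMSO treated cells and 100% = gossypol at 36 µM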
NOD2-RIPK2 inh – NOD2-RIPK2 binding disruptors in cells, primary screen, fluorescence, CHO cells, BLA complementation | Receptor-interacting serine/threonine-protein kinase 2 (Homo sapiens), O43353 | CCF4 ratio | inhibition, % at 4.98 µM | 360,000 compounds, 0.38% hits | AID 624267, 2012; in the data active means inhibition above about 21%;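 further: 0% = vehicle only and 100% = reference blocker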
Granule exo inh – LAMP-1 surface exposure blockers, TALL-104 cells – cell-based, flow cytometry, MLPCN library, primary screen | TALL-104 LAMP-1 surface exposure; cells stimulated with thapsigargin and PMA | inhibition, % at 10 µM | 360,000 compounds, 0.66% hits | AID 651702, 2012;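 active means inhibition above about 55%, limit read from the data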
An asterisk follows results filed as active; / = no result given; & = joins results of further samples. Only part of the results is shown. The share of hits here may be higher or lower than overall.

SMILES	NCOA3 inh	TWEAK Fn14 block	SRC2 inh	LRH-1 inv ag	TLR9-MyD88 inh	TROY signal inh	ABHD5-PLIN5 inh	COUP-TFII inh	NCOA1 inh	NOD2-RIPK2 inh	Granule exo inh
CC(C)c1ccc(OCC(O)CN2CCN(c3ccccc3)CC2)cc1 (stereo unspecified)	-5&-2	17&-13	12&-14	-6&3	-7&4	8&19	-4&-4	2&13	6&0	-7&0	10&2
CCCCn1nnnc1C1(C)CCC(=O)N1CCc1ccccc1F (stereo unspecified)	/	7	-14	-5	/	-12	-2	9	/	-21	-6
Cc1ccc2nc(C)c3c(c2c1)COC3	29	0	7	-26	-3	8	-4	-1	11	-7	-4
Cc1ccccc1-c1nnn(CC(=O)Nc2cccc(S(N)(=O)=O)c2)n1	-15	7	-8	4	11	6	6	0	2	-7	-2
O=[N+]([O-])c1ccc(NCCc2ccccc2)c(Br)c1	/	-21	-8	/	3	-16	/	2	/	/	52
CSCCC(NC(=O)c1ccccc1Cl)C(=O)NNC(=O)c1ccccc1O (stereo unspecified)	-1	-7	17	12	-4	-10	2	-13	10	-6	0
Cc1ccc(NC(=O)CCc2nnc3ccc(NCc4ccco4)nn23)cc1	-13	40	-4	4	-10	-20	12	2	-3	-2	2
S=C(NCc1cccs1)Nc1cc(Cl)cc(Cl)c1	9	20	1	4	0	43	-3	10	17	-5	-26
NS(=O)(=O)c1ccc(N2N=C(c3ccccc3)CC2c2ccccc2Cl)cc1 (stereo unspecified)	2	1	1	14	-6	20	-4	-13	5	-12	7
Cc1cccc(C)c1Nc1nnc(SCc2cn3cccc(C)c3n2)s1	1	5	-6	2	-3	23	3	5	-9	3	-4
COc1ccccc1-c1nnc(SCC(=O)c2c(N)n(C3CC3)c(=O)[nH]c2=O)o1	7	3	-9	-3	0	-6	2	-2	-7	-9	0
CN(C)CCN(Cc1ccccc1)C(=O)C1CCN(c2ncnc3c2nc2n3CCCCC2)CC1	6	-10	19	-12	4	22	0	-25	-15	2	12

7 neighbouring entries from above, for reference:
SMILES	NCOA3 inh	TWEAK Fn14 block	SRC2 inh	LRH-1 inv ag	TLR9-MyD88 inh	TROY signal inh	ABHD5-PLIN5 inh	COUP-TFII inh	NCOA1 inh	NOD2-RIPK2 inh	Granule exo inh
O=[N+]([O-])c1ccc(NCCc2ccccc2)c(Br)c1	/	-21	-8	/	3	-16	/	2	/	/	52
CSCCC(NC(=O)c1ccccc1Cl)C(=O)NNC(=O)c1ccccc1O (stereo unspecified)	-1	-7	17	12	-4	-10	2	-13	10	-6	0
Cc1ccc(NC(=O)CCc2nnc3ccc(NCc4ccco4)nn23)cc1	-13	40	-4	4	-10	-20	12	2	-3	-2	2
S=C(NCc1cccs1)Nc1cc(Cl)cc(Cl)c1	9	20	1	4	0	43	-3	10	17	-5	-26
NS(=O)(=O)c1ccc(N2N=C(c3ccccc3)CC2c2ccccc2Cl)cc1 (stereo unspecified)	2	1	1	14	-6	20	-4	-13	5	-12	7
Cc1cccc(C)c1Nc1nnc(SCc2cn3cccc(C)c3n2)s1	1	5	-6	2	-3	23	3	5	-9	3	-4
COc1ccccc1-c1nnc(SCC(=O)c2c(N)n(C3CC3)c(=O)[nH]c2=O)o1	7	3	-9	-3	0	-6	2	-2	-7	-9	0

The main list resumes; the 3 compounds before the break are reprinted first.
SMILES	NCOA3 inh	TWEAK Fn14 block	SRC2 inh	LRH-1 inv ag	TLR9-MyD88 inh	TROY signal inh	ABHD5-PLIN5 inh	COUP-TFII inh	NCOA1 inh	NOD2-RIPK2 inh	Granule exo inh
Cc1cccc(C)c1Nc1nnc(SCc2cn3cccc(C)c3n2)s1	1	5	-6	2	-3	23	3	5	-9	3	-4
COc1ccccc1-c1nnc(SCC(=O)c2c(N)n(C3CC3)c(=O)[nH]c2=O)o1	7	3	-9	-3	0	-6	2	-2	-7	-9	0
CN(C)CCN(Cc1ccccc1)C(=O)C1CCN(c2ncnc3c2nc2n3CCCCC2)CC1	6	-10	19	-12	4	22	0	-25	-15	2	12
O=C(CCCn1nnnc1CN1CCOCC1)N1CCN(c2ccccc2F)CC1	12	-2	3	9	-4	8	-6	-8	-7	8	-6
Cc1ccccc1N=C/C=C1/C=C(c2ccccc2)OC(C)(C)O1	7	9	2	39	6	-12	5	26	-17	-3	-1
O=C(Nc1ccc(S(=O)(=O)Nc2nccs2)cc1)c1ccccc1OC(F)F	14	-4	0	17	2	17	4	7	0	6	4
COc1ccccc1C(=O)Nc1c(-c2ccccc2)nc2ccccn12	-6	17	-7	-8	-4	-6	2	-5	-18	-5	0
CC1CCCN(C(=O)C2CCC(CNc3c(N4CCCCC4)c(=O)c3=O)CC2)C1 (stereo unspecified)	8	-22	-9	13	3	9	-3	-14	-1	-1	-1
Nc1nc(CSCCO)nc(Nc2ccccc2)n1	-12	0	-19	-18	-4	-5	-5	-12	-22	-7	-4
Clc1ccccc1-c1ccc2ncnc(NCc3cccs3)c2c1	-5	-25	19	7	-2	19	-3	-8	8	-6	-1
CN(C)c1nc(N)nc(CSc2ncc(Cl)cc2Cl)n1	-3	10	-17	-11	3	-10	-2	-13	3	-10	0
COc1ccccc1-c1c(C)nn2c(-c3ccccc3)cc(C)nc12	20	26	13	-20	7	29	-2	16	14	5	-8
CCN(CC)C(=O)CSCC(=O)Nc1ccccc1	-2	3	-10	-10	3	-11	-2	-7	-8	13	-1
COc1ccc(NC(=O)CCCC(=O)O)cc1Cl	-5	18	2	11	-4	-13	1	-1	8	-11	-2
CCN1CCN(c2ccc(S(=O)(=O)N3CCOCC3)cc2NC(=O)c2ccccc2OC(F)F)CC1	18	-14	14	26	2	-10	8	-6	12	-11	-6
